Source: PubChem
NOD2 inhibition – NOD2 signaling inhibitors, cell-based, luminescence, uHTS, HEK293 (AID 1566). HEK293 NOD2/NF-kB luciferase reporter, luminescence; higher % means a stronger effect. one-dose inhibition, % at 4 µM; EC50 in µM for titrated hits. actives 0.63% (n = 290,000); further: many of its hits are not listed in these tables
GPR55 beta-arrestin – GPR55 agonists via beta-arrestin recruitment, primary screen, imaging, U2OS cells, beta-arrestin-GFP redistribution (AID 1961); U2OS GPR55 beta-arrestin-GFP redistribution imaging; higher % means a stronger effect; G-protein coupled receptor 55 (Homo sapiens); activation, % at 10 µM, or EC50 in µM where a hit was titrated; actives 0.048% (n = 290,000);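 active means activation above 40% with more than 50 cells counted in the well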;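 further: U2OS osteosarcoma cells stably expressing GPR55 and beta-arrestin-GFP; plate controls were DMSO negative control for no effect and LPI positive control for full effect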
ER stress rescue – rescue of cells from ER stress-induced death, primary screen, 384-well, CSM14.1, thapsigargin, ATP luminescence (AID 1222). 190,000 tested, under 10 active. CSM14.1 thapsigargin-induced death rescue, ATP luminescence; higher % means a stronger effect. cellular ATP content (survival), % at 20 µM, or EC50 in µM where a hit was titrated;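 active means EC50 below 50 µM in the dose-response confirmation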;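 further: death triggered by thapsigargin at about 15 µM added after 2 h compound pretreatment; cell ATP read after overnight thapsigargin exposure of roughly 18 to 22 hours; normalized against plate controls of thapsigargin alone and 5% DMSO vehicle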
TNAP activation fold – human TNAP enzyme activators, primary screen, biochemical, luminescent, no phosphate acceptor, uHTS (AID 1001); actives 0.03% (n = 200,000); Alkaline phosphatase, tissue-nonspecific isozyme (Homo sapiens); purified TNAP, luminescent activation assay, no phosphate acceptor; higher activation fold means a stronger effect; activation fold at 20 µM, or EC50 in µM where a hit was titrated; in the data active means activation fold from about 3, or a potency from the dose series; inactive means the rest, 99 in 100 with activation fold below about 1.6; further: many of its hits are not listed in these tables
NTR1 ag – agonists of NTR1, primary screen, imaging, U2OS cells, beta-arrestin-GFP, high content (AID 493036) | NTR1-U2OS beta-arrestin-GFP spot imaging, agonist mode | activation, % at 20 µM | actives 0.17% (n = 330,000);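 active means activation at or above 40% of the spot to cytoplasm intensity ratio, with at least 20 cells analyzed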;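 further: 0% = DMSO without peptide and 100% = 100 nM NTR1 peptide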
Target sequence (P30989 whole entry, looked up): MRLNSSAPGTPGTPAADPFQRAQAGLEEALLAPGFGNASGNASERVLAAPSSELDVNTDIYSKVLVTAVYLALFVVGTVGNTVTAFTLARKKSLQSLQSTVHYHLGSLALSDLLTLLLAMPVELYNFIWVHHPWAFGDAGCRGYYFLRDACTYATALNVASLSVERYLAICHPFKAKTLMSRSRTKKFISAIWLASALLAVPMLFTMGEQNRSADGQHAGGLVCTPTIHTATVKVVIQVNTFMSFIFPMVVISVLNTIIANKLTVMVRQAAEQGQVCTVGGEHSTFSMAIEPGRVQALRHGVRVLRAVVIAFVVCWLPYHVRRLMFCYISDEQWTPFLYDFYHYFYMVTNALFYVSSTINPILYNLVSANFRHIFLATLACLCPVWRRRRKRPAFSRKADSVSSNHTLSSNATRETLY
Yfh1-depleted yeast – enhancers of respiration in Yfh1-depleted yeast, dose response, Friedreich's ataxia, plus single-dose screen (AID 1465); S. cerevisiae Yfh1-off respiration, WST-1 reduction, 72 h; higher fold induction means a stronger effect; one-dose fold induction at 50 µM; EC50 in µM for titrated hits; actives 0.074% (n = 220,000);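 active means fold induction of absorbance versus untreated yeast above a set limit, then at least 30% activation at any dose in follow-up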;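 further: activators that raise dye reduction in frataxin-depleted yeast; strong numbers were not always called active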
KOR beta-arrestin-1 – KOR antagonists, beta-arrestin recruitment, cell-based, luminescence, uHTS (AID 1778) | actives 0.091% (n = 290,000) | inhibition, % at 10 µM, or IC50 in µM where a hit was titrated | KOR beta-arrestin recruitment, luminescence, antagonist mode; higher % means a stronger effect; further: strong numbers were not always called active
NOD1 NF-kB reporter – NOD1 signaling inhibitors, primary screen, cell-based, luminescence, uHTS (AID 1578); NOD1-driven NF-kB luciferase reporter cells, luminescence; higher % means a stronger effect; one-dose inhibition, % at 4 µM; EC50 in µM for titrated hits; actives 1% (n = 290,000); in the data active means inhibition mostly above about 36%, no sharp cut-off; inactive means mostly below about 34%;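 further: HEK-293T reporter cells stimulated with the NOD1 agonist gamma-tri-DAP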
KOR beta-arrestin-2 – KOR agonists, beta-arrestin recruitment, primary screen, cell-based, luminescence, uHTS (AID 1777) | KOR beta-arrestin recruitment, luminescence; higher % means a stronger effect | one-dose activation, % at 10 µM; EC50 in µM for titrated hits | actives 0.02% (n = 280,000); in the data active means activation above about 50%, passing the limit was not always enough; further: a part of the inactive calls stands beside numbers as strong as those of hits
NTR1 ag cell count 20 µM – further read-out of NTR1 ag, marked with its call; cell count; measured here: cell count, cytotoxicity flag
Starred values were filed as active, the others as inactive; i = inactive; / = not tested or not shown; [ ] = remark or other dose. Unless noted, no stated cut-off is given here; in the data, active means inhibition above about 50%; inactive means the rest. Only part of the results is shown; the hit share may differ from the screen's.

smiles	NTR1 ag	Yfh1-depleted yeast	GPR55 beta-arrestin	NTR1 ag cell count 20 µM	NOD1 NF-kB reporter	TNAP activation fold	NOD2 inhibition	KOR beta-arrestin-1	KOR beta-arrestin-2	ER stress rescue
O=C(CCC(=O)N1CCOc2ccc(Cl)cc21)NCCN1CCOCC1	-0.2	/	-0.1%	48	-39%	/	7%	-8%[20 µM]	-0.9%	/
CC(C)CC1CCCCC1OC(=O)CN1CCCCC1 (configuration not stated)	1.5	i	-0.3%	95	-15%	1.1	14%	6%	-3.9%	0.8%
CC(C)C(=O)NC(Nc1cccc2cccnc12)C(Cl)(Cl)Cl (configuration not stated)	1.2	i	-0.1%	87	6%	1	20%	10%	-1.9%	-2.1%
O=S(=O)(/C=C/c1ccccc1)NCc1ccccc1Cl	-1.6	i	0.3%	64	10%	1	0%	2%	7.6%	-2.5%
O=C(NCCc1ccccc1)c1ccc2c(c1)OCCO2	-1.8	/	-0.2%	45	/	/	/	-1%	3.0%	/
COc1cccc(CNC(=O)C2CCN(S(=O)(=O)c3cnc[nH]3)CC2)c1	0.5	i	-0.1%	73	-5%	1	15%	-9%	-2.8%	0.4%
CCCOc1ccc(N2C(=O)CC(N3CCN(c4ccc([N+](=O)[O-])cc4)CC3)C2=O)cc1 (configuration not stated)	2.8	/	1.1%	65	38%	/	6%	-12%[20 µM]	2.5%	/
CCOc1cc(/C=C2\N=C(C)OC2=O)cc(Br)c1OCC(=O)OC	0.4	i	0.3%	45	-2%	1	-25%	-22%	3.5%	-2.6%
Cc1cccc(NC(=O)C2C(c3ccccc3)C2(Cl)Cl)c1 (configuration not stated)	3.1	i	0.1%	44	-19%	1.2	-1%	-18%	7.6%	-0.2%
Cn1c(=O)c2c(O)c(Cc3ccccc3)c(=O)[nH]c2n(C)c1=O	-0.2	i	-0.1%	42	-27%	1	0%	-52%	3.8%	0.4%
Cc1ccc(C)c(OCc2cc(C(=O)N(C)Cc3nccs3)no2)c1	0.5	/	-0.1%	68	-30%	/	0%	-21%	-1.0%	/
Cc1ccc(CN2C(=O)N/C(=C\c3ccc(N4CCOCC4)cc3)C2=O)cc1	2.7	i	0.1%	86	-11%	1.1	4%	5%	5.7%	19%
CCN(CC(=O)NC(=O)NCc1ccccc1)Cc1nc2ccccc2c(=O)[nH]1	-1.1	i	-0.1%	60	-66%	2.4	-4%	-16%	-2.2%	/
Cc1ccc(S(=O)(=O)N(C)C)cc1NC(=O)c1cc(=O)[nH]c2ccccc12	1.7	i	0.1%	56	-55%	1	18%	3%	-0.6%	0.2%
O=C(CCCN1C(=O)/C(=C\c2cccc(Br)c2)SC1=S)Nc1cccnc1	7.4	i	0.2%	75	5%	1.1	12%	-48%[20 µM]	-4.4%	-1.8%
COc1ccc(CC(=O)Nc2ccc(N3CCOCC3)cc2)cc1S(=O)(=O)N1CCOCC1	2.0	i	-0.1%	56	-1%	/	10%	10%	3.8%	/
CCCCCC(=O)Nc1ccc(S(=O)(=O)Nc2ccc(Cl)nn2)cc1	-0.3	/	-0.3%	90	-21%	1.2	0%	25%	6.4%	10%
CCCCC(c1nnnn1Cc1ccco1)N1CCN(c2nc3ccccc3s2)CC1 (configuration not stated)	-0.4	i	0.7%	26	-12%	1.1	-7%	-1%	3.5%	1.5%
CCOc1ccc2[nH]cc(S(=O)(=O)c3ccc(C)cc3)c(=O)c2c1	3.8	i	0.6%	81	16%	1.1	16%	-3%	-4.6%	-0.9%
CCc1nn(CC(=O)NCCCN(C)C2CCCCC2)c(=O)c2cc3occc3n12	1.5	/	-0.1%	62	-25%	/	-7%	-2%	0.4%	/
Cc1ccccc1OCC1Cn2c(nc3c2c(=O)n(C)c(=O)n3C)O1 (configuration not stated)	1.1	/	-0.1%	55	-12%	/	2%	-14%	-4.2%	/
Cc1ccc2[nH]cc(CCCN3C(=O)c4ccccc4C3=O)c2c1	2.2	i	-0.2%	67	-28%	1	15%	36%	-3.3%	2.2%
CCOC(=O)c1c(C)[nH]c(C(=O)COC(=O)CNC(=O)c2ccccc2Cl)c1C	6.4	i	-0.3%	71	-30%	0.9	-33%	17%	-2.7%	0.6%
O=C(Cn1cc(S(=O)(=O)Cc2ccccc2F)c2ccccc21)N1CCOCC1	-0.5	/	0.4%	54	6%	/	10%	11%	-2.8%	/
Cc1ccc(-n2[nH]c(C)c(/C=C3/C=Nc4ccccc43)c2=O)cc1C	6.8	i	0.1%	69	-29%	0.9	4%	-55%	2.2%	-0.9%
COc1ccc(N2CCN(CC(=O)Nc3ccc(C)cc3)CC2)cc1	3.3	/	-0.1%	69	40%	/	-15%	-34%[20 µM]	2.1%	/
Cc1ccc(NS(=O)(=O)c2ccccc2[N+](=O)[O-])cc1C	-0.6	i	-0.2%	89	-1%	0.9	-10%	11%	-3.5%	0.8%
CCOc1ccc(N2CC(C(=O)NCc3nnnn3-c3ccc(C)c(C)c3)CC2=O)cc1 (configuration not stated)	0.9	/	0.3%	70	-15%	/	16%	16%	-6.8%	/
O=C(Nc1nnc(CSCc2ccc(F)cc2)s1)c1cccc([N+](=O)[O-])c1	5.4	i	0.5%	70	48%	1.1	20%	-1%	-2.9%	3.0%
O=C1CCc2cc(S(=O)(=O)NCCC(=O)N3CCN(c4cccc(Cl)c4)CC3)ccc2N1	-1.0	i	-0.5%	69	-18%	1	-15%	8%	-6.7%	-1.2%

(continued)
smiles	NTR1 ag	Yfh1-depleted yeast	GPR55 beta-arrestin	NTR1 ag cell count 20 µM	NOD1 NF-kB reporter	TNAP activation fold	NOD2 inhibition	KOR beta-arrestin-1	KOR beta-arrestin-2	ER stress rescue
CCOc1ccc(NC(=O)CSc2nnc(-c3ccco3)n2N)cc1	-0.3	/	-0.1%	69	-27%	/	6%	8%	1.1%	/
COc1ccc(-n2cc(C(=O)Nc3cc([N+](=O)[O-])ccc3OC)c3ccccc3c2=O)cc1	0.5	i	0.1%	60	-3%	0.9	-6%	-2%	4.9%	4.7%
C=CCNc1nc(C(F)(F)F)nc2c1nnn2Cc1ccccc1Cl	3.9	/	0.3%	59	-11%	/	5%	-4%[20 µM]	1.4%	/
Cc1cc(C)nc(NC2=NCC(=O)N2c2ccc3c(c2)OCCO3)n1	0.7	i	-0.3%	42	-14%	1.2	5%	23%	-6.0%	-0.3%
OC(COCC1COc2ccccc2O1)CN1CCN(c2ccc(F)cc2)CC1 (configuration not stated)	-2.0	i	-0.5%	57	-22%	1	-6%	16%	-2.8%	0.1%
CC(C)NC(=O)c1ccc(CNC(=O)OCC(F)(F)F)cc1	-0.2	i	0.3%	77	-4%	1.2	-4%	-37%	0.5%	-2.8%
Cc1ccc(NC(=O)c2cc(-c3ccc(F)cc3)on2)cc1C	0.7	i	-0.3%	66	-22%	1	7%	-10%	2.3%	-1.8%
CCOc1ccc2nc(NC(=O)c3cnc(C)cn3)sc2c1	0.9	i	-0.1%	40	-2%	1.3	10%	54%	-6.3%	-0.2%
CCOC(=O)c1ccc(NC(=O)N(CC)CC)cc1	-0.8	i	-0.1%	80	/	1.1	-50%	12%	-1.2%	/
Cc1ccc(CNC(=O)c2ccc(N3CCC4(CC3)CC(c3ccccc3)=NO4)c([N+](=O)[O-])c2)cc1	1.2	/	0.5%	51	18%	/	3%	-6%[20 µM]	-0.2%	/
CN(C)c1nc(NCc2ccccc2)nc(SCC(=O)Nc2ccccc2Cl)n1	7.0	i	-0.3%	56	10%	1.1	15%	2%	7.1%	0.4%
COc1cc(-c2nc3ccccn3c2/N=C/c2cccc(F)c2)ccc1O	0.5	i	1.3%	99	-18%	0.9	1%	-3%	-5.4%	-0.1%
CCCCn1c(SCC(=O)NCCOC)nc2ccc(N3CCOCC3)cc2c1=O	12	i	-0.2%	86	8%	1.1	4%	-6%	-2.1%	2.7%
Cn1c(=O)[nH]c(=O)c2c1nc(NCCCn1ccnc1)n2Cc1ccccc1	1.9	i	0.6%	39	-13%	1.1	13%	5%	-4.3%	-2.4%
CC(=O)c1ccc([N+](=O)[O-])c(CS(=O)(=O)c2ccc(Cl)cc2)c1	1.4	/	-0.1%	73	19%	/	1%	43%	-2.7%	/
Cc1c(C)c2ccc(OCC(=O)N3CCN(C(=O)C4COc5ccccc5O4)CC3)cc2oc1=O (configuration not stated)	0.8	/	-0.1%	58	-10%	/	21%	-33%	-0.7%	/
Cc1cccc(NC(=O)CSc2nccn2Cc2ccco2)c1C	0.0	/	-0.1%	57	-19%	/	-16%	14%	2.2%	/
Cc1ccccc1N1C(=O)c2cccc3cccc(c23)C1=O	0.7	/	-0.2%	63	-22%	/	19%	1%	-2.3%	/
Cc1cc(Oc2ncccc2[N+](=O)[O-])c2cc(Cl)ccc2n1	1.6	i	-0.1%	42	-3%	/	17%	-4%	-2.8%	/
Cc1[nH]c2ccccc2c1/C=N/NC(=O)CNC(=O)c1ccc2c(c1)OCO2	0.2	i	-0.2%	75	2%	0.9	-28%	11%	1.8%	-1.8%
O=S(=O)(Nc1ccc(Cl)cn1)c1cnc(Cl)c(Br)c1	-1.6	i	0.7%	53	-2%	/	8%	9%	4.8%	/
CCOc1ccc(C2NC(=O)c3ccccc3O2)cc1 (configuration not stated)	-0.7	i	0.3%	41	15%	1.1	-14%	19%	-0.9%	-0.3%
N#C[C@@H]1[C@@H]2C(=O)N(c3ccc4c(c3)OCCO4)C(=O)[C@@H]2C2c3ccccc3C=CN21 (some centres not stated)	3.0	i	0.1%	48	-27%	1.1	-6%	-27%	-3.3%	-1.3%
Cc1ccc(C(=O)Oc2ccc(C(=O)COC(=O)C3CC(=O)N(Cc4ccco4)C3)cc2)cc1 (configuration not stated)	0.2	i	0.1%	84	-14%	1	12%	8%	-3.3%	-2.7%
COCCNC(=S)NCc1cccs1	-0.2	i	0.2%	57	-20%	1.1	7%	12%	-5.0%	-1.3%
Cn1c(-c2cccc(Br)c2)cnc1NCc1cccnc1	-1.7	i	-0.2%	75	-2%	1.1	-14%	-16%	-4.8%	-1.1%
N#Cc1nc(-c2ccc(F)cc2)oc1NCc1ccccc1	0.6	i	-0.1%	59	-3%	1.1	-3%	-18%	9.1%	0.4%

An excerpt from above in order of the GPR55 beta-arrestin value, high to low.
Structure | GPR55 beta-arrestin | NOD1 NF-kB reporter | TNAP activation fold | NOD2 inhibition | KOR beta-arrestin-1 | KOR beta-arrestin-2
COc1cc(-c2nc3ccccn3c2/N=C/c2cccc(F)c2)ccc1O | 1.3% | -18% | 0.9 | 1% | -3% | -5.4%
Cc1ccc(CNC(=O)c2ccc(N3CCC4(CC3)CC(c3ccccc3)=NO4)c([N+](=O)[O-])c2)cc1 | 0.5% | 18% | / | 3% | -6%[20 µM] | -0.2%
CCOc1ccc2nc(NC(=O)c3cnc(C)cn3)sc2c1 | -0.1% | -2% | 1.3 | 10% | 54% | -6.3%
